# Screens: PubChem, Fisher Drug Discovery Resource Center
# NPYLR7 agonist = mosquito NPYLR7 agonism; HEK293T NPYLR7/Galpha15, GCaMP6s calcium fluorescence; activation, % at 10 µM; 270,000 compounds, 0.15% hits; in the data active = activation above about 40%;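 note: 0% = vehicle and 100% = reference agonist at the receptor; some compounds past the cut are filed as inactive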
# hcGAS inh = blocks human cGAS activity. recombinant h-cGAS, ATP depletion, Kinase-Glo luminescence. inhibition, % at 12.5 µM. 290,000 compounds, 0.081% hits. AID 1259398;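 note: 0% = vehicle reaction and 100% = reaction without DNA for no activity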
# Target sequence (Q8N884 whole entry, looked up): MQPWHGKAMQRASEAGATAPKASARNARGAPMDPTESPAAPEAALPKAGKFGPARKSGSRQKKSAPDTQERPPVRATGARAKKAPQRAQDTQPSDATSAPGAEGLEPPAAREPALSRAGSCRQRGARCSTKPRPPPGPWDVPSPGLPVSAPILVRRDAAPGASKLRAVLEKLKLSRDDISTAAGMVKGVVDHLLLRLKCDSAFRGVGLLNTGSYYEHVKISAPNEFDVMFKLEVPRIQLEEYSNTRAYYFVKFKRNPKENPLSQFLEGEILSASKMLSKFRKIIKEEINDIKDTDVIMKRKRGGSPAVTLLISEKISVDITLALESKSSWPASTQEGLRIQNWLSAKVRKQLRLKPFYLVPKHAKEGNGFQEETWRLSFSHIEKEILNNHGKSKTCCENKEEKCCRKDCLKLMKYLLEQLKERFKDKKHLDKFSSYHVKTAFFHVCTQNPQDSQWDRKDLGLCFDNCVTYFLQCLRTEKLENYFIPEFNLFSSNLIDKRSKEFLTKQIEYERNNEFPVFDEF
# mcGAS inh = inhibitors of mouse cGAS; Q8C6L5; AID 1259399; 160,000 compounds, 0.15% hits; inhibition, % at 12.5 µM; recombinant cGAS, Kinase-Glo ATP depletion luminescence;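 note: 0% = negative control wells and 100% = reference inhibitor with no enzyme activity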
# Starred values were filed as active, the others as inactive; . = no result given; & = joins results of further samples. Cut-off read from the data, not from the text of the source, unless noted: active = inhibition above about 40%; inactive = the rest.
1) COCCCN(Cc1cccn1Cc1cccc(C(F)(F)F)c1)C(=O)CN(Cc1ccccc1)C(=O)c1ccc(F)cc1
2) Cc1ccc(C)c(NC(=O)c2cn(C)c3c(=O)n(-c4ccccc4)c(=O)[nH]c23)c1
3) N#Cc1cccc(C(=O)N2CCN(c3ncccc3C(=O)NCC3CCCO3)CC2)c1 (stereo not given)
4) Cn1c(SCC(=O)N2CCC(C(=O)Nc3ccccc3)CC2)nc2sccc2c1=O
5) CC1CC(C)CN(C(=O)C(C)OC(=O)c2ccc3nc(N)sc3c2)C1 (stereo not given)
6) COCCCN1COc2ccc3cc(-c4cc(OC)ccc4OC)c(=O)oc3c2C1
7) Cc1cc(C)cc(C(=O)NCc2ccc(S(=O)(=O)N3CCOCC3)s2)c1
8) COc1ccc(OC)c2sc(N(CCCN(C)C)C(=O)c3ccc(Br)s3)nc12
assay / entry | 1 | 2 | 3 | 4 | 5 | 6 | 7 | 8
NPYLR7 agonist | 2.4 | 1.7 | -2.5 | 12.9 | 7.0 | -8.3 | 9.4 | 1.2
hcGAS inh | 3.7 | -4.7 | -3.1 | -2.6 | -8.0 | -5.7 | -11.5 | -6.2
mcGAS inh | -3.3 | . | -5.7 | . | . | -9.5 | -8.1 | -7.3

9) CCN(CC)S(=O)(=O)c1ccc2c(c1)CCN2C(=O)C1COc2ccccc2O1 (stereo not given)
10) CCC(C)CNCC(=O)N1CCc2sccc2C1COc1cccc(C)c1 (stereo not given)
11) COc1ccc2cc(CCC(C)=O)ccc2c1
12) CCOC(=O)c1sc(NC(=O)c2ccc(SC)cc2OC)nc1C
13) O=C(Cn1ncc(Cl)c(Cl)c1=O)N(C1=CCCCC1)C1CC1
14) O=C(/C=C\c1ccc2c(c1)OCO2)NCCn1ncc2c(=O)n(Cc3cccc4ccccc34)cnc21
15) CN(CC1COc2ccccc2O1)C(=O)c1ccc(NCc2ccncc2)nc1 (stereo not given)
16) N#CCCN(C(=O)c1cc(Cl)c[nH]1)c1ccc2c(c1)OCCO2
assay / entry | 9 | 10 | 11 | 12 | 13 | 14 | 15 | 16
NPYLR7 agonist | -2.3 | 14.3 | -2.8&-16.1&-2.8 | 7.1 | -0.2 | -2.7 | 18.7 | -20.1
hcGAS inh | -6.0 | -2.3 | -7.6&-2.7&-4.8 | -3.3 | -1.4 | -0.8 | -5.0 | -9.4
mcGAS inh | . | . | -5.7 | -9.7 | . | 1.7 | . | .

17) CN1CCN(C(c2ccccc2F)C2Sc3nc(-c4ccco4)nn3C2=O)CC1 (stereo not given)
18) Cc1c(C)n2c3c(=O)[nH]c(=O)n(C)c3nc2n1CCN1CC(C)CC(C)C1 (stereo not given)
19) COCCn1cnc2cnc(Nc3ccc(C(F)(F)F)cc3)cc21
20) CN(C)C(=O)c1nnn(-c2cccc(F)c2)c1C(F)(F)F
21) COc1ccc(NC(=O)C2CCN(C)C2)cc1OC(F)F (stereo not given)
22) Cc1cccc(OCC(=O)N2CCN(c3ccccc3O)CC2)c1
23) CN(C)S(=O)(=O)NC1CC(=O)N(CCc2ccccc2)C1 (stereo not given)
24) Cc1cccc(Cn2ccnc2CN(C(=O)c2ccco2)C(C)C)c1
assay / entry | 17 | 18 | 19 | 20 | 21 | 22 | 23 | 24
NPYLR7 agonist | 4.9 | 10.4 | 18.0 | 2.8 | 7.7 | 0.5 | 10.6 | 22.4
hcGAS inh | -0.1 | -3.3 | -3.8 | -5.5 | -13.4 | -8.9 | -7.7 | -5.1
mcGAS inh | -0.5 | -7.3 | -5.0 | -6.3 | . | . | . | -5.3

25) CC(=O)NCC(=O)N1CCN(Cc2ccc(-c3noc(-c4ccco4)n3)cc2)CC1
26) Cc1ccc(-n2ccnc(SCC(=O)NCCc3ccccc3)c2=O)cc1Cl
27) CCCc1nc(CN(CC)C(=O)Cc2ccc3c(c2)NC(=O)CO3)no1
28) CC(=NNC(=O)OC(C)(C)C)c1cccs1
29) Cc1nc(N)[nH]c(=O)c1CCC(=O)OCC(C)C
30) COCCCN(Cc1cccc(OC)c1)Cc1cccn1Cc1ccccc1C
31) Cc1cc(C)nc(NC(=O)NCCCSc2ncccn2)n1
32) C=CCOc1ccccc1CN(CC)C(=O)[C@@H](C)N
assay / entry | 25 | 26 | 27 | 28 | 29 | 30 | 31 | 32
NPYLR7 agonist | 33.2 | 8.2 | 19.3 | 4.4 | 3.5 | 0.6 | 11.3 | 10.6
hcGAS inh | -6.0 | -0.8 | -5.9 | -7.6 | 1.3 | -4.8 | -11.3 | -8.8
mcGAS inh | -2.2 | 0.6 | . | -5.3 | 0.1 | -5.4 | . | -11.5

33) CN(C)CCCN1C(=O)C2CC3=C(CC2C1=O)C(C)(C)CCC3 (stereo not given)
34) Cc1ccc(C(=O)N(C)C)cc1NC(=O)N1CC(C)OC(c2ccccc2)C1 (stereo not given)
35) Fc1ccc(C(c2ccc(F)cc2)N2CCN(Cc3cnc[nH]3)CC2)cc1
36) COc1cccc(OCC2c3ccsc3CCN2C(=O)CN(CC2CCCO2)C(=O)C2CCCC2)c1 (stereo not given)
37) CCC(C)CN(CC(=O)N(Cc1ccccc1)Cc1cccs1)C(=O)Nc1cccc(Br)c1 (stereo not given)
38) CCCCCCCC(=O)N1CCc2sccc2C1c1ccc(F)cc1 (stereo not given)
39) COCCNC(=O)C1CCCN(C2CCN(Cc3cnc(C)[nH]3)CC2)C1 (stereo not given)
40) COC(=O)C1CCN(Cc2cccc(C(=O)Nc3nccn3C)c2)CC1
assay / entry | 33 | 34 | 35 | 36 | 37 | 38 | 39 | 40
NPYLR7 agonist | 13.1 | 2.2 | -10.7 | -5.7 | 3.5 | -6.0 | -2.3 | -2.3
hcGAS inh | -8.0 | -11.0 | -5.0 | -6.8 | -8.0 | -1.8 | -8.2 | -2.5
mcGAS inh | . | . | . | -6.3 | -6.3 | -2.3 | -13.0 | -16.0

41) CCCCN(CC(=O)Nc1cc(C(C)(C)C)nn1-c1ccc(Cl)c(Cl)c1)C(=O)c1cc(C(F)(F)F)cc(C(F)(F)F)c1
42) N[C@@H]1CONC1=O
43) Cc1ccc(C)c(/C=N\n2c(C)nnc2-n2nc(C)cc2C)c1
44) Cc1cccc(-c2nnc(SCc3ccc(Br)cc3)n2-c2ccccc2)c1
45) CCN1C(=O)N(CCCc2cccnc2)C(=O)C12CCN(Cc1ccc3c(c1)Cc1ccccc1-3)CC2
46) CC1(Cc2ccccc2OC(F)(F)F)C(=O)Nc2ccc(-c3ccc(F)c(Cl)c3)cc21 (stereo not given)
47) CN(C)CCN(Cc1c(-c2ccccc2)noc1N(C)C1CCCCC1)C(=O)Nc1cccc(Cl)c1
48) CCOc1ccc(C(C2Sc3nc(C)nn3C2=O)N2CCc3ccccc3C2)cc1OC (stereo not given)
assay / entry | 41 | 42 | 43 | 44 | 45 | 46 | 47 | 48
NPYLR7 agonist | -1.6 | -2.6&-11.2&-11.1&9.2&5.6 | 2.6 | 0.6 | 8.9 | 2.7 | . | -7.4
hcGAS inh | -5.1 | -3.4&1.3&-2.9&-7.4&-6.3 | -4.6 | 4.7 | -4.2 | -0.8 | -5.6 | -2.8
mcGAS inh | -3.2 | -4.8 | -6.3 | 0.9 | -14.2 | -1.9 | -4.9 | -7.1

49) CCOC(=O)C1CCN(C(=O)c2ccc(CSc3nc(CC)cc(N4CCN(Cc5ccccc5)CC4)n3)o2)CC1
50) COc1cc(C=C(C#N)S(=O)(=O)c2ccc(C)cc2)cc2c1OCCO2
51) CC(=O)Nc1sc(C)c(C)c1C(=O)OCC(=O)NC(C)C12CC3CC(CC(C3)C1)C2 (stereo not given)
52) CC(C)(C)c1cc(N2CCCC2)nc(SCc2ccc(C(=O)NCc3cccnc3)cc2)n1
53) CCOc1ccccc1NC(=O)N(Cc1cccc(OS(=O)(=O)c2ccc(F)cc2)c1)C(C)CC (stereo not given)
54) CCC(=O)N(Cc1c(-c2cccc(C)c2)noc1N1CCOCC1)C1CC1
55) O=C(NCCc1ccccn1)c1nn(-c2ccc(C(F)(F)F)cc2)c(=O)n(Cc2cccc(F)c2)c1=O
56) CCn1ccnc1CN1CCc2[nH]cnc2C1c1cccn1-c1ncccn1 (stereo not given)
assay / entry | 49 | 50 | 51 | 52 | 53 | 54 | 55 | 56
NPYLR7 agonist | 9.7 | -7.3 | 8.7 | 5.7 | -16.6 | -0.6 | . | 0.2
hcGAS inh | -12.3 | -7.1 | -6.2 | -2.9 | 1.3 | 2.2 | -6.7 | -3.8
mcGAS inh | -5.4 | . | -4.3 | -5.2 | 0.7 | -1.0 | -6.9 | .

# Nos. 55 to 56 from above:
55) O=C(NCCc1ccccn1)c1nn(-c2ccc(C(F)(F)F)cc2)c(=O)n(Cc2cccc(F)c2)c1=O
56) CCn1ccnc1CN1CCc2[nH]cnc2C1c1cccn1-c1ncccn1 (stereo not given)
assay / entry | 55 | 56
NPYLR7 agonist | . | 0.2
hcGAS inh | -6.7 | -3.8
mcGAS inh | -6.9 | .

# Continued.
57) CCOC(=O)CCC(=O)N1CCc2cc(OC)c(OC)cc2C1c1cccc(C(F)(F)F)c1 (stereo not given)
58) Cc1cc(NC(=O)C(=O)N2CC[C@@](C)(O)[C@@H](CC(C)C)C2)no1
59) O=C(CSc1nnnn1CC1CCCO1)NCc1ccc2c(c1)OCO2 (stereo not given)
60) CCn1cc(CN2CCCN(c3ccnc(C)c3)CC2)cn1
61) CCn1ncc(CN2CCCC(C(=O)c3cccc(C(F)(F)F)c3)C2)c1C (stereo not given)
62) Cc1cc(O)c(C2OC(=O)c3ccccc32)c(=O)n1Cc1ccccc1 (stereo not given)
63) COCCN1CCCC1CNC(=O)CCCc1ccccc1 (stereo not given)
64) CC(C)Cc1cnc2c(c1SCC(=O)N1CCc3ccccc31)c(=O)n(C)c(=O)n2C
assay / entry | 57 | 58 | 59 | 60 | 61 | 62 | 63 | 64
NPYLR7 agonist | -8.5 | -3.1 | -1.8 | 0.4 | 11.1 | -4.6 | -0.3 | 7.7
hcGAS inh | 2.0 | 4.0 | 4.3 | -4.4 | -1.8 | -2.2 | -8.5 | -13.5
mcGAS inh | 1.9 | . | -0.2 | -17.3 | -11.7 | -2.2 | . | -9.5

# 3 entries picked at random from the list so far:
15) CN(CC1COc2ccccc2O1)C(=O)c1ccc(NCc2ccncc2)nc1 (stereo not given)
58) Cc1cc(NC(=O)C(=O)N2CC[C@@](C)(O)[C@@H](CC(C)C)C2)no1
16) N#CCCN(C(=O)c1cc(Cl)c[nH]1)c1ccc2c(c1)OCCO2
assay / entry | 15 | 58 | 16
NPYLR7 agonist | 18.7 | -3.1 | -20.1
hcGAS inh | -5.0 | 4.0 | -9.4
mcGAS inh | . | . | .

# Following part:
65) CN(Cc1ccc2c(c1)OCCO2)Cc1cc(-c2ccccc2)no1
66) CSC1=C(C#N)C2(CCCCC2)C(C#N)C(=O)N1 (stereo not given)
67) O=C(Nc1ccccc1OCc1cscn1)C(O)c1ccccc1 (stereo not given)
68) CC(C)c1nn(-c2ccccc2Cl)c(C(C)C)c1C(=O)O
69) O=C(N1Cc2cnn(CCO)c2C1)C1(N2CCOCC2)CCCCC1
70) O=C(O)C1Nc2ccc(Br)cc2C2C=CCC12 (stereo not given)
71) COC(=O)c1cc2c(nc1N)CCC2
72) CCOC(=O)c1nn(-c2ccccc2C)c(=O)cc1N1CCN(C(=O)c2ccco2)CC1
assay / entry | 65 | 66 | 67 | 68 | 69 | 70 | 71 | 72
NPYLR7 agonist | 2.0 | -1.3 | 3.7 | 9.4 | -0.1 | 1.2 | -1.4 | 6.3
hcGAS inh | -1.2 | -3.5 | -9.2 | -1.1 | -5.7 | 39.4 | -1.1 | -3.3
mcGAS inh | . | -3.9 | . | -3.3 | . | 84.6* | . | .

# Structural class: those above containing a tert-butyl group
28) CC(=NNC(=O)OC(C)(C)C)c1cccs1
41) CCCCN(CC(=O)Nc1cc(C(C)(C)C)nn1-c1ccc(Cl)c(Cl)c1)C(=O)c1cc(C(F)(F)F)cc(C(F)(F)F)c1
52) CC(C)(C)c1cc(N2CCCC2)nc(SCc2ccc(C(=O)NCc3cccnc3)cc2)n1
assay / entry | 28 | 41 | 52
NPYLR7 agonist | 4.4 | -1.6 | 5.7
hcGAS inh | -7.6 | -5.1 | -2.9
mcGAS inh | -5.3 | -3.2 | -5.2

# Following part
73) CCN(CC)C(=O)[C@@H]1C[C@@H](N)CN1C(=O)c1csc(-c2cccs2)n1
74) COc1ccccc1C1=NOC(CN(Cc2cccc(Cl)c2)C(=O)c2cccs2)C1 (stereo not given)
75) CC(Nc1ccc(F)c(Cl)c1)C(=O)Nc1ccc(S(N)(=O)=O)cc1 (stereo not given)
76) CCN1C(=O)c2cc(NS(=O)(=O)CC(C)C)ccc2Oc2ccccc21
77) CC1=CC[C@@H]2CN(C(=O)c3cccc4cc[nH]c34)C[C@@H]2C1
78) CC(C)(C)OC(=O)N1CCC(C(=O)N2CCCCC2)CC1
79) Cc1nonc1CC(=O)N1CCc2ccc(NC(=O)C3CCCO3)cc2C1 (stereo not given)
80) Cc1nc(C(=O)NCc2nc(-c3ccccc3NC(=O)CC3CCCC3)oc2C)cs1
assay / entry | 73 | 74 | 75 | 76 | 77 | 78 | 79 | 80
NPYLR7 agonist | 5.2 | 0.7 | 14.3 | 5.3 | 1.1 | . | 9.6 | 23.8
hcGAS inh | -6.7 | -2.9 | -0.5 | -6.6 | -2.2 | -8.3 | -3.3 | -7.2
mcGAS inh | . | -4.3 | . | . | . | -4.3 | . | -9.4

81) CC(C)NC(=O)CSc1ncnc2c1cnn2-c1ccc(F)cc1
82) O=C(CSCc1ccccc1Cl)NCc1ccsc1
83) CN(c1ccccc1)N1CC(C(=O)NCC2CCCCC2)CC1=O (stereo not given)
84) COCC(=O)N1CCN2C(=O)[C@@H]3C[C@@H](OCc4ccc(F)cc4)CN3C(=O)[C@@H]2C1
85) CCC(=O)NNS(=O)(=O)c1ccc2ccccc2c1
assay / entry | 81 | 82 | 83 | 84 | 85
NPYLR7 agonist | 21.0 | 18.9 | -2.0 | -9.2 | -16.5
hcGAS inh | -10.9 | -7.4 | 1.3 | -4.6 | -12.9
mcGAS inh | . | -14.4 | 0.2 | -6.6 | -4.5
